# PGE2 EP2 inh = human EP2 receptor antagonists, primary screen, TR-FRET cAMP, C6 glioma cells; 260,000 compounds, 0.52% hits; C6 glioma cells expressing human EP2; cells stimulated with saturating PGE2; inhibition, % at 25 µM;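 active means percent inhibition above 40 after rounding to a whole number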;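 further: rat C6 glioma host cells with rolipram phosphodiesterase inhibitor present; the protocol text gives 20 µM as final concentration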
# NPY Y1 blocker = NPY-Y1 receptor antagonists, primary screen, cell-based; 200,000 compounds, 1% hits; HEK293-CNG Y1 cells, membrane potential fluorescence; NPY at EC95, then isoproterenol; inhibition, % at 3.6 µM; Neuropeptide Y receptor type 1 (Homo sapiens), P25929;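 active means inhibition above the campaign mean inhibition of all tested compounds plus 3 SD, cut at about 20% in these data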;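 further: 0% = DMSO wells given NPY plus isoproterenol and 100% = isoproterenol alone without NPY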
#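 material = HEK293 cells with Y1 receptor plus CNG channel | also added = NPY 25 nM then isoproterenol 1 µM plus Ro 20-1724 25 µM | schedule = dye 3 h, compound 60 min room temperature, stimulation 45 min | measured by = membrane potential fluorescence | benchmarks = high control isoproterenol alone, low control NPY with isoproterenol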
# zfTRPN1 agonist = zebrafish TRPN1 channel agonists, primary screen, cell-based, HEK293, calcium fluorescence. 220,000 compounds, 0.18% hits. AID 1424, 2008. HEK293 zebrafish TRPN1-YFP, Fluo-8 calcium fluorescence; 100% = response to 87 µM carbachol. activation, % at 3 µM;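 active means activation above its plate's cutoff, the mean activation of test wells on that plate plus 3 SD, cut at about 19% in these data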;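 further: 0% = DMSO alone and 100% = 87 µM carbachol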
#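 Control set: carbachol 87 µM as high control, DMSO as low control; system: HEK293 stable line with zebrafish TRPN1-YFP; read-out: % activation versus carbachol response; detection: intracellular calcium fluorescence with Fluo-8; doses: single test compound dose, 3 µM nominal, 0.3% DMSO; schedule: dye 1 h 37 °C plus 30 min RT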
# CHOP inhibitor = inhibitors of CHOP promoter induction, primary screen, cell-based, unfolded protein response, luciferase reporter | AID 2732, 2010 | inhibition, % at 10 µM | CHO-K1 CHOP-promoter luciferase, tunicamycin-induced, 15-18 h | 220,000 compounds, 3.8% hits;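 active means compounds that reduced the stress-induced luciferase reporter signal by more than about 70% of percent inhibition, limit read from the data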;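 further: 0% = tunicamycin plus vehicle and 100% = wells without tunicamycin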
# TRPML3 agonist = human TRPML3 channel agonists, primary screen, cell-based, HEK293 TRPML3-YFP, Fluo-8 calcium fluorescence, 3 µM. 220,000 compounds, 0.29% hits. 100% = the carbachol control signal. Mucolipin-3 (Homo sapiens), Q8TDD5. AID 1448, 2008. activation, % at 3 µM;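 active means activation above its plate's cutoff, the mean activation of the plate's test wells plus 3 SD, cut at about 12% in these data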;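 further: 0% = DMSO only wells and 100% = carbachol wells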
# Target sequence (Q8TDD5 whole entry, looked up): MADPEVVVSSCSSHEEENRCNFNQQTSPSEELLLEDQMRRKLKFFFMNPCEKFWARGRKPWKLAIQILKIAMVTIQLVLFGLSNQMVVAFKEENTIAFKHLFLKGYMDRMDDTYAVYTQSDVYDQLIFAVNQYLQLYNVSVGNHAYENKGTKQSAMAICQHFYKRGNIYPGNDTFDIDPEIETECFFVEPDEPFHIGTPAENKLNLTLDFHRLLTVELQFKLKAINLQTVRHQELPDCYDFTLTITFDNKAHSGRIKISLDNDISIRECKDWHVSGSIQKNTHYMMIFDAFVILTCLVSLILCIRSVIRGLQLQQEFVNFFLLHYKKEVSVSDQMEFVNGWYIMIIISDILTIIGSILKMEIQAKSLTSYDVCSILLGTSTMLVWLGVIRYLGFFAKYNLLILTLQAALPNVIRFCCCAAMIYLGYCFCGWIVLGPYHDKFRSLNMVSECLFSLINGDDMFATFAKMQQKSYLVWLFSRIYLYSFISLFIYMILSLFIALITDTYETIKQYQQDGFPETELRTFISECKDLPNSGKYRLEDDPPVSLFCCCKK
#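 Test system: HEK293 cells stably carrying human TRPML3-YFP; Doses: single dose, 3 µM final nominal compound, 0.3% DMSO final; Schedule: dye loading 1 h 37 °C then 30 min ambient, 125 s read; Technique: Fluo-8 calcium fluorescence; Benchmarks: high control carbachol 87 µM, low control DMSO.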
# EP2 mod = EP2 receptor modulators, cAMP readout, primary screen, cell-based, HTRF cAMP, PGE2 stimulation; Prostaglandin E2 receptor EP2 subtype (Homo sapiens), P43116; 260,000 compounds, 0.83% hits; induction, % at 25 µM; EP2-expressing cells, cAMP HTRF FRET, PGE2 co-stimulation;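 active means compounds whose cAMP rise, as percent of the full-agonist control response, exceeds 60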;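 further: rat C6 glioma line stably carrying human EP2 under a CMV promoter; the protocol text gives 20 µM as final concentration; 100% = response of wells given 1 µM PGE2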
# NPY-Y1 PAM-ag = NPY-Y1 receptor potentiators or agonists, primary screen, cell-based; Neuropeptide Y receptor type 1 (Homo sapiens), P25929; NPY-Y1 expressing cells, potentiator/agonist activation; activation, % at 3.6 µM; 220,000 compounds, 0.37% hits; AID 1304, 2008; in the data active means activation above about 33%, passing the limit was not always enough;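 further: cells stimulated with NPY at EC10 then isoproterenol at EC100; 0% = low agonist plus stimulus and 100% = saturating agonist plus stimulus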
# 14-3-3 Bad PPI = inhibitors of 14-3-3 zeta/Bad binding, primary screen, biochemical, TR-FRET, bovine 14-3-3 zeta. 220,000 compounds, 0.71% hits. AID 781, 2007. 14-3-3 protein zeta/delta (Bos taurus), P63103. inhibition, % at 21.7 µM. TR-FRET 14-3-3zeta/Dy647-pBad peptide displacement, 1 h;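 active means inhibition above about 70%, limit read from the data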;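 further: 0% = full 14-3-3 plus peptide FRET controls and 100% = background without 14-3-3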
# Target sequence (P63103 whole entry, looked up): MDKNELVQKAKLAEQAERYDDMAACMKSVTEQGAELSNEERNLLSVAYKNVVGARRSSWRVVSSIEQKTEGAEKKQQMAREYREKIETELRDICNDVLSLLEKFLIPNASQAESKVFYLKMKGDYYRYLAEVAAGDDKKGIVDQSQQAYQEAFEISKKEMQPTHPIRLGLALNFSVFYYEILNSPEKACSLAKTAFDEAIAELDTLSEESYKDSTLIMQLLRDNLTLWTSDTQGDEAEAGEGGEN
# PPC-1+TRAIL kill = compounds killing PPC-1 cancer cells with TRAIL present, primary screen, TRAIL potentiator project, ATPLite luminescence, uHTS; PPC-1 cells + TRAIL, ATPLite viability luminescence; cell killing (% activity), % at 4 µM; 220,000 compounds, 0.41% hits;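 active means cell killing above 50% in the first pass at 4 µM, then a duplicate retest at 5 µM averaging 50% or more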;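 further: plate controls were cells with TRAIL plus DMSO for no effect and medium-only wells lacking cells for full effect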
# * marks the source's active call; other numbers are inactive results; nt = not tested or not shown; & = joins results of further samples; [ ] = another dose, or the depositor's remark.
SMILES	zfTRPN1 agonist	EP2 mod	PGE2 EP2 inh	CHOP inhibitor	PPC-1+TRAIL kill	NPY Y1 blocker	14-3-3 Bad PPI	NPY-Y1 PAM-ag	TRPML3 agonist
CCC(=O)N1CCN(c2ccc(NC(=O)c3cccs3)cc2)CC1	0.8	5.4	4.8	11.8	12.9	3.9	-4.1	-19.8	0.2
COC(=O)/C=c1/s/c(=C(/C#N)C(=O)N2CCCCC2)n(-c2ccccc2)c1=O	0.6	12.6	9.7	-8.3	8.7	1.3	3.1[fluorescence artefact?]	-8.5	1.0
COc1ccc(N2CCN(c3nc4ccccc4n3CC(=O)c3ccccc3)CC2)cc1	-1.2	19.2	3.0	53.4	25.4	-5.5	-17.5	11.7	-0.1
CCC1Oc2ccc(C)cc2N(CC(=O)NCCN2CCCCCC2)C1=O (configuration not stated)	-0.1	-5.3	8.5	1.3	-4.2	5.2	5.5	-14.8	0.0
O=C(CCN1C(=O)C2C3C=CC(C3)C2C1=O)Nc1nccs1 (configuration not stated)	0.5	26.0	14.4	20.6	29.6	-0.8	-15.7	-5.1	0.1
Cc1ccc(/C=C2/SC(=S)N(CCCC(=O)Nc3ccc(O)cc3)C2=O)cc1	-1.3	-49.7	3.5	94.0*	7.3	4.7	16.0	-3.9	-0.5
CCOc1ccccc1NC(=O)C(Sc1ccccc1)c1ccccc1 (configuration not stated)	0.6	41.3	6.9	27.8	7.3	8.9	-12.4	-25.8	-0.7
N#C/C(C(=O)Oc1ccccc1)=C1/Nc2ccccc2-c2ccccc21	1.0	18.2	nt	26.4	14.3	6.6	-13.4	8.3	0.4
COc1ccc(NC(=O)N(Cc2cc3ccc(OC)cc3[nH]c2=O)CC2CCCO2)cc1 (configuration not stated)	0.1	-11.2	2.9	-12.0	9.4	-3.0	-7.1	17.5	-0.3
Cc1cc(C)cc(OC(=O)N2CCOCC2)c1	0.6	-2.4	8.6	-3.1	-2.7	5.0	-6.6[fluorescence artefact?]	-1.8	0.9
CCC(=O)c1ccccc1OCCSc1nc(C)cc(=O)[nH]1	0.4	23.5	8.9	7.7	-1.7	4.6	-2.4	-19.4	-0.1
CCc1ccc(NC(=O)CC2C(=O)N(c3ccc(C)cc3)C(=O)N2CCc2ccncc2)cc1 (configuration not stated)	0.5	-9.4	3.1	8.4	10.5	-2.2	-21.4	19.5	0.7
Cc1ccccc1-n1c(C)nnc1SCC(=O)N(C)C1CCS(=O)(=O)C1 (configuration not stated)	0.7	13.3	1.0	14.9	16.5	5.5	2.5	6.3	0.3
O=C(Nc1ccc(S(=O)(=O)Nc2ncccn2)cc1)c1ccc2ncsc2c1	0.9	15.3	10.3	18.0	-1.7	nt	80.7*	-14.3	0.7
O=C(Nc1ccc(N2CCN(C(=O)c3ccc(Cl)cc3)CC2)cc1)c1ccc2c(c1)OCCO2	3.5	-28.7	11.3	51.0	28.1	-2.3	-6.0	4.7	1.1
CN(C)/C=C(\C#N)C(=O)N/N=C/c1ccccc1	-0.4	-0.1	4.9	-29.2	19.5	-3.3	-0.5	-17.6	1.2
O=C(NC(=S)NNS(=O)(=O)c1ccccc1)c1ccc([N+](=O)[O-])cc1	1.6	3.8	6.0	-11.8	3.4	-1.4	-6.4	2.5	0.8
Cc1ccc2cc(CNC(C)(C)C)c(=O)[nH]c2c1	-1.0	12.8	14.6	9.1	3.0	6.9	-18.6	-9.9	0.2
CC1CCN(Cc2nc3c(c(=O)n(C)c(=O)n3C)n2CCCc2ccccc2)CC1	-0.8	44.1	15.8	62.8	12.3	8.6	-2.0	-12.1	0.2
O=C(Nc1cccc(NC(=O)c2cccs2)c1)c1cccnc1	0.2	0.0	4.5	14.4	-1.7	6.0	-6.0	7.4	0.3
COc1cccc(C2C(C(=O)Nc3nc4ccccc4s3)=C(C)NC3=C2C(=O)CC(C)(C)C3)c1OC (configuration not stated)	-2.7	1.7	22.2	62.5	-8.7	-1.1	1.4	-25.5	0.2
CCOC(=O)C1CCN(C(=O)c2cccc(NC(=O)C(CC)CC)c2)CC1	0.3	10.6	9.8	-16.8	-6.8	1.6	10.1	10.4	-1.3
Cc1ccc(Cl)cc1NC(=O)c1ccc(NC(=O)CCC(=O)O)cc1	-1.1	29.4	5.7	-26.3	10.6	3.8	-5.2[fluorescence artefact?]	-0.5	0.3
CCOC(=O)CC1=NN(c2ccccc2)C(=O)/C1=C\c1ccc(N(C)C)cc1	-0.7	-4.8	4.3	5.4	13.0	0.4	-5.5[fluorescence artefact?]	0.1	0.6
O=C(C1CC1)N1CCCC(c2ccc(Cl)cc2)=N1	-1.3	35.8	4.4	15.4	5.8	-0.9	-5.1	12.6	-0.5
COc1ccc(C(C[N+](=O)[O-])c2c(C)[nH]c3ccccc23)cc1OC (configuration not stated)	0.4	8.9	5.9	9.8	1.7	-6.9	4.0	-1.1	-0.3
CC(=O)Nc1ccc(Oc2cc(C#N)c(C#N)cc2N2CCCCCC2)cc1	1.7	5.3	12.8	51.5	14.6	13.3	-6.2	-21.7	-0.2
Cc1ccc(S(=O)(=O)N(C)C)cc1-n1c(SCC(=O)Nc2ccc(F)c(F)c2F)nc2ccccc2c1=O	-0.2	-2.7	1.6	1.3	17.8	4.9	-2.1	-13.6	0.7
CN(C)Cc1cn(CCC(=O)O)c2ccccc12	-0.3	nt	8.1	nt	nt	2.6	nt	3.3	0.0
CCCCCc1c(C)c(C#N)c2nc3ccccc3n2c1-n1ccnc1C	0.2	20.8	16.4	18.2	10.3	7.2	-1.7[fluorescence artefact?]	6.4	2.9
Nc1nc(SCc2c(F)cccc2Cl)[nH]c(=O)c1-c1ccccc1	-1.2	2.9	3.4	26.5	15.9	-1.2	-3.2	-9.9	0.4
COc1ccc(Cl)cc1C(=O)Nc1ccc(N(C)C(C)=O)cc1	1.1	24.2	13.9	13.6	4.8	-0.9	7.9	3.4	0.3
CN(C)C(=S)Nc1ccc2ccccc2c1	-0.8	4.5	10.0	-9.9	6.5	-1.4	-7.4	-18.8	-0.2
O=S(=O)(NC1CCCC1)c1ccc(S(=O)(=O)N2CCc3ccccc32)cc1	8.4	-8.3	15.9	85.8*	23.7	3.1	15.9	9.6	3.9
CCN(c1ccc(NC(=O)COC(=O)/C=C/c2cccs2)cc1)C(C)C	-1.3	-15.7	7.6	27.0	27.5	11.5	1.6	-20.5	0.3
COc1ccc(OC)c(NC(=O)c2nc3ccccc3s2)c1	1.4	32.5	10.4	11.9	3.7	4.7	-10.2	-23.7	0.0
CCOC(=O)C1CCCN(S(=O)(=O)c2c(C)c(C)cc(C)c2C)C1 (configuration not stated)	-3.0	18.9	12.9	52.2	-1.9	11.1	-4.2	-3.7	-2.0
COC(=O)C1CCN(C(=O)C23CCC(C)(C(=O)O2)C3(C)C)CC1 (configuration not stated)	0.7	8.2	-3.6	1.8	-4.4	-1.2	-14.5[fluorescence artefact?]	17.6	1.0
COc1cc(/C=N/Nc2ncc(C(F)(F)F)cc2Cl)cc(OC)c1OC	-0.5	2.5	3.2	7.5	8.7	2.7	2.9[fluorescence artefact?]	11.2	-0.8
CCC1CC(C)(C(=O)Nc2ccc(S(N)(=O)=O)cc2)OC1=O (configuration not stated)	1.3	11.1	nt	21.2	16.9	7.5	13.8[fluorescence artefact?]	-0.6	1.0
Cc1ccc(C)c(/C(O)=C2/C(=O)C(=O)N(CCN3CCOCC3)C2c2ccc(C)o2)c1 (configuration not stated)	1.2	24.3&-17.0	15.8&21.5	-4.4	-4.4	0.5	4.6	-5.8	0.2
COc1ccccc1NC(=O)Cc1csc(N)n1	1.5	3.4&-49.2	7.2&16.8	8.5	1.4	-1.6	-6.2	-8.4	-0.4
CCOc1ccc(N(CC(=O)N/N=C/c2cccnc2)S(C)(=O)=O)cc1	1.7	7.6	3.0	2.4	-5.3	4.6	-5.2	14.0	1.1
Cc1cccc(Cc2nnc(CCC(=O)NCc3cn4ccccc4n3)o2)c1	1.0	26.3	9.2	-5.5	21.7	-6.7	1.8	7.5	0.5
Cc1ccc(-c2ccc(=O)n(CC(=O)NCCCN3CCCCC3C)n2)cc1 (configuration not stated)	-0.1	9.5	9.9	-8.1	14.6	-4.2	-3.4	-12.1	-0.6
Cc1cccc(CSc2ccc3nnc(-c4cccnc4)n3n2)c1	0.9	-43.7	11.2	14.9	0.9	1.7	-3.2[fluorescence artefact?]	16.6	-0.5
COc1ccc(N(CC(=O)Nc2c(C)n(C)n(-c3ccccc3)c2=O)S(=O)(=O)c2ccc(C)cc2)cc1	0.3	39.4	12.7	20.3	-0.1	-0.2	-5.4	27.9	0.5
CCOC(=O)C(C(=O)OCC)C(C(=O)OCC)N1CCOCC1 (configuration not stated)	0.0	-12.4	5.0	102.4*	12.6	2.5	6.5	18.8	1.0
CCN(c1ccc(OC)cc1)S(=O)(=O)c1ccc2c(c1)CCN2C(=O)CCC(=O)O	-1.1	24.4	1.6	-7.8	-5.4	-1.4	3.2	-12.0	0.5
CCOc1ccccc1C(=O)N1CCCCC1C (configuration not stated)	0.3	18.7	9.3	40.7	9.1	-0.3	6.0	-3.8	0.3
CCOC(=O)C(=CNc1ccc(C(F)(F)F)cc1)C(=O)OCC	-1.1	6.6	6.4	-3.4	-3.7	nt	-0.3	-16.6	-0.8

# Two of the compounds above, with two lines to a compound:
# Values run as follows: zfTRPN1 agonist, EP2 mod, PGE2 EP2 inh, CHOP inhibitor, PPC-1+TRAIL kill, NPY Y1 blocker, 14-3-3 Bad PPI, NPY-Y1 PAM-ag, TRPML3 agonist
CC(=O)Nc1ccc(Oc2cc(C#N)c(C#N)cc2N2CCCCCC2)cc1
→ 1.7, 5.3, 12.8, 51.5, 14.6, 13.3, -6.2, -21.7, -0.2
Cc1ccc(S(=O)(=O)N(C)C)cc1-n1c(SCC(=O)Nc2ccc(F)c(F)c2F)nc2ccccc2c1=O
→ -0.2, -2.7, 1.6, 1.3, 17.8, 4.9, -2.1, -13.6, 0.7

# The list is partial. The share of hits here may be higher or lower than overall.
